HTT ATP protect – Huntington cell model cytoprotection by ATP luminescence. 0.14% of 230,000 active. Potency, µM (doses to about 56.4 µM), for the others: cytoprotection (ATP increase), usual class: activators. PC12 HTT-Q103 induced, cytoprotection, ATP luminescence, 40 h;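 also: % of control where 0% means no effect; nearly all actives have a fitted effect of over 45% in size; toxic huntingtin expression switched on by the ecdysone agonist tebufenozide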
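Stable PC12 Q103-GFP cells in serum-supplemented, phenol red-free DMEM; induction by tebufenozide at 100 nM final; compound dose series; cell viability quantified luminescently from ATP.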
Tau ThT inhib – blocks human tau fibril formation measured by thioflavin T. Potency, µM (doses to about 57.4 µM), for the others: at the top dose activity, negative = inhibition, usual class: inhibitors. recombinant tau K18 P301L, heparin-induced fibrillization, ThT fluorescence. P10636. 2.1% of 270,000 active; also: % is scaled to controls: 0 for no effect and ±100 for the full control effect; nearly all actives have a fitted effect of over 55% in size
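Fibril formation assay: tau K18 P301L at 15 uM with trace Alexa 594 label, heparin inducer 20 uM, pH 7 sodium acetate buffer, 37 C for 6 hr; endpoint ThT signal.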
L3MBTL1 block – L3MBTL1 (human) inhibition; AlphaScreen L3MBTL1–H3K9me1 peptide binding; Potency, µM (titrated, usually from 57.1 µM), inactives show top-dose activity, negative = inhibition, hits mostly inhibitors; 0.66% of 230,000 active; also: % is scaled to controls: 0 for no effect and ±100 for the full control effect; nearly all actives have a fitted effect of over 60% in size
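Read-out is AlphaScreen signal from streptavidin donor and nickel chelate acceptor beads (10 ug/mL final each) bridging L3MBTL1 (50 nM) and biotinylated K9-monomethylated H3(1-15) peptide (75 nM), after 30 min compound exposure at room temperature.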
Tau fluor counter – counter-screen for tau fibril formation inhibitors; tau K18 P301L (four-repeat tau fragment) Alexa594 fluorescence, heparin fibrillization; Potency, µM (titrated, usually from 57.7 µM), without a hit: at the highest dose activity change, negative = decrease; AID 1463; 0.93% of 280,000 active; also: % is scaled to controls: 0 for no effect and ±100 for the full control effect; nearly all actives have a fitted effect of over 55% in size
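Human K18 P301L tau (15 uM unlabeled plus 0.24 uM Alexa 594-labeled, final) in 100 mM sodium acetate pH 7 was mixed with compound and 20 uM heparin and incubated 6 hr at 37 C.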
RECQ1 helicase – inhibitors of human RECQ1 DNA helicase; P46063; RECQ1 DNA unwinding, red fluorescence kinetic read; Potency, µM (top dose mostly 57.3 µM), inactives show at the highest dose activity, negative = inhibition, hits mostly inhibitors; 0.54% of 240,000 active;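 also: plate controls were vehicle for no effect and no enzyme for full effect; nearly all actives have a fitted effect of over 30% in size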
Target sequence (P46063 whole entry, looked up): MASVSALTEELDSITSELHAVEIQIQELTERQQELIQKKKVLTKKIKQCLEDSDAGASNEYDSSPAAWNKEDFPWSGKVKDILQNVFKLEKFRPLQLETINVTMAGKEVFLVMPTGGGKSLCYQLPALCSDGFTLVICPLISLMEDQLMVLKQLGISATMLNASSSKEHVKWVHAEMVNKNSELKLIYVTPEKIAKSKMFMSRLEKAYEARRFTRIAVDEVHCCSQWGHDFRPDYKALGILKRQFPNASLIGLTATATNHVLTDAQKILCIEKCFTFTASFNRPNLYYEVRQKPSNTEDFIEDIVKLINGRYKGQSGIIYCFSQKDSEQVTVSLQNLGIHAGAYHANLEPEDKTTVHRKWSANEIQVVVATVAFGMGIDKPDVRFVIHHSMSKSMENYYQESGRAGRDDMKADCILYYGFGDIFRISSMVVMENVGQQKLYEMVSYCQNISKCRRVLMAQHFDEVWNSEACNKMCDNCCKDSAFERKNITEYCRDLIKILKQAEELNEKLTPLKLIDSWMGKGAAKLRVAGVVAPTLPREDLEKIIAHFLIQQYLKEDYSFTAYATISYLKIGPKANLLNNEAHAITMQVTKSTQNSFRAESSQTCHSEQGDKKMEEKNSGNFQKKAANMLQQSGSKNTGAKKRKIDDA
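50 nM RECQ1T1 preincubated 15 min with compound in Tris pH 8.0 buffer with MgCl2, DTT, Tween-20 and 2.5 ug/ml poly(dI-dC); started with 200 nM TAMRA/BHQ-2 forked duplex and 2 mM ATP. Unwinding read as fluorescence (525/598 nm), two reads 2 h apart.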
TR SRC2 fluor cs – counter-screen for TRb-SRC2 inhibitors: fluorescence interference | TRb/SRC2 Texas Red total fluorescence interference | Potency, µM (doses to about 106 µM), for the others: top-dose fluorescence change, negative = quenching | 0.29% of 280,000 active | AID 1479; active = well fitted curve in either direction with a large enough effect; inconclusive = small, poorly fitted or top-dose-only effect; also: % is scaled to controls: 0 for no effect and ±100 for the full control effect
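Human TRβ ligand-binding domain (0.6 uM) and Texas Red SRC2 peptide (20 nM) in Tris buffer with 1 uM T3 and 5% DMSO were incubated with pinned compound for 5 hr at ambient temperature. Total fluorescence was computed as S + 2P (555/632 nm).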
TRb SRC2 PPI – TRbeta-SRC2 interaction inhibition; P10828; TRbeta-SRC2 peptide binding, fluorescence polarization; receptor liganded with 1 µM T3; Potency, µM (titrated, usually from 106 µM), for inactives: at the top dose activity change, negative = inhibition, hits mostly inhibitors; 0.065% of 280,000 active;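 also: plate controls were bound peptide for no effect and peptide without receptor for full effect; nearly all actives have a fitted effect of over 50% in size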
Target sequence (P10828 whole entry, looked up): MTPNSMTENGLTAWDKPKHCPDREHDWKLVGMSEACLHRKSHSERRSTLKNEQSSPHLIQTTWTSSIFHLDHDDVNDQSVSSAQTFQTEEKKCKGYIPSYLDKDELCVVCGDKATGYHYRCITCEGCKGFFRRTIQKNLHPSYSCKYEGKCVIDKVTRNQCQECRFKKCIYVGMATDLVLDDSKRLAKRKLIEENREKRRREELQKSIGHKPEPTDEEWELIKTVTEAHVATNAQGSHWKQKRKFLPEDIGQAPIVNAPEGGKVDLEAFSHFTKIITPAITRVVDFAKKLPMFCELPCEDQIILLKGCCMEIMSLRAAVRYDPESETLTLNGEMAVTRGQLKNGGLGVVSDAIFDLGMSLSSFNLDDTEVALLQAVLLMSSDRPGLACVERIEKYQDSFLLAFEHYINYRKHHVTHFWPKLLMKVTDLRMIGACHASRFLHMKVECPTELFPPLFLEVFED
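Human TRb LBD (0.6 uM) plus Texas Red-labeled SRC2 peptide (20 nM), 1uM T3, 5% DMSO, 5 hr at ambient temperature. Decreased polarization (555/632 nm) flags inhibition; data normalized to free and bound peptide controls.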
Tau fibril FP – tau fibrillization inhibition (FP) | P10636 | K18 P301L tau heparin fibrillization, Alexa594 FP, 6 h | Potency, µM (top dose mostly 57.7 µM), inactives show at the top dose activity, negative = inhibition, usual class: inhibitors | 0.39% of 280,000 active | AID 1468; also: % is scaled to controls: 0 for no effect and ±100 for the full control effect; nearly all actives have a fitted effect of over 55% in size
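Recombinant K18 P301L […], labeled with Alexa 594 at 0.24 uM over 15 uM unlabeled; heparin inducer 20 uM final; 37 C, 6 hr; FP endpoint.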
Numbers without * were called inactive; i = inactive; ? = inconclusive; . = not tested or not shown; & = joins results of further samples; [ ] = another dose, or the depositor's remark. Unless noted, calls follow the shape of the dose curve; as a rule, active = well fitted curve in the direction sought with a large enough effect; inconclusive = small, poorly fitted or top-dose-only effect, or another doubt; inactive = no such curve, though single readings can be large; an effect the other way counts as inactive or inconclusive. Potency is read from the fitted curve at half-maximal effect.

SMILES	HTT ATP protect	Tau ThT inhib	L3MBTL1 block	Tau fluor counter	RECQ1 helicase	TR SRC2 fluor cs	TRb SRC2 PPI	Tau fibril FP
O=C(CC1S/C(=N/N=C/c2c[nH]c3ccc(OCc4ccccc4)cc23)NC1=O)Nc1ccccc1 (centres undefined)	.	-13.8%	6.9%	?	-9.2%	5.0%	-26.1%	?
CCN(CC)CCCNc1oc(-c2ccccc2[N+](=O)[O-])nc1C#N	14.9%[10 µM]	?	1.8%	-14.1%	-3.9%	0.2%	2.0%	-11.4%
Cc1ccc(C2CC(c3cccs3)n3nc(N)nc3N2)cc1 (centres undefined)	-31.0%	-14.2%	2.5%	-8.3%	-3.1%	-0.4%	6.7%	7.7%
O=C(CCN1CCN(c2ccc(Cl)cc2)CC1)Nc1nccs1	-3.9%	-19.5%	.	-13.7%	-10.6%	-2.0%	-16.8%	0.0%
NS(=O)(=O)c1ccc(CCNC(=O)CCCCCn2c(=S)[nH]c3ccc(Br)cc3c2=O)cc1	.	-4.0%	15.2%	-6.9%	i	-0.5%	-5.8%	?
CN(Cc1ccccc1)S(=O)(=O)c1ccc(-c2cnc(C3CC3)o2)cc1	.	-3.9%	.	-10.4%	.	-2.6%	0.7%	-2.8%
Cc1ccc(N2C(=O)C(Cl)=C(NCc3ccccc3)C2=O)c(C)c1	-4.7%	?	61.8%[activator]	-24.6%	i	3.3%	-0.4%	-7.7%
Cc1c(C(=O)Nc2ccccc2Cl)sc2ncnc(N(C)C3CCCCC3)c12	.	-3.2%	.	-12.0%	.	-1.1%	-5.4%	10.6%
COc1ccc(-c2nnn(Cc3nn[nH]n3)n2)cc1OC	-11.9%	-3.4%	-2.9%	6.4%	-2.0%	-3.6%	-7.8%	5.6%
CC(C)Oc1ccc(CNC(=O)C2CCN(Cc3cc4ccccc4n3Cc3ccccc3)CC2)cc1	.	-2.3%	.	-8.1%	.	?	-0.2%	-7.1%
COc1ccc(NC(=O)c2cc([N+](=O)[O-])ccc2N2CCCC2)cc1	-37.5%[inhibitor]	?	-6.4%	-9.1%	-0.6%	-3.8%	1.1%	-1.6%
CCc1ccc(C2c3[nH]c4ccccc4c3CCN2C(=O)CNC(N)=O)cc1 (centres undefined)	5.2%[10 µM]	-12.1%	-21.7%	-15.5%	i	-2.8%	-11.9%	6.6%
Nc1nonc1-c1nc2ccccc2n1Cc1ccc(Br)cc1	.	-8.2%	.	-13.3%	.	-1.2%	0.3%	-6.8%
COc1ccc(CNC(=O)CCc2nc3cccnc3n2Cc2ccccc2)cc1	.	0.4%	.	-7.7%	.	1.9%	-14.2%	-9.9%
CCOC(=O)c1c(-c2ccc(OC)cc2)csc1NC(=O)C1CCCO1 (centres undefined)	7.2%[10 µM]	?	-5.9%	-25.6%	-3.7%	-2.8%	4.7%	4.5%
CCCCOC(=O)Nc1nnc(COc2ccccc2)s1	-1.6%	-1.9%	14.5%	-6.2%	-8.2%	-2.9%	-12.6%	0.3%
Cc1ccccc1Nc1c(-c2ccc(Br)o2)nc2ccc(Cl)cn12	.	-18.7%	.	-26.7%	.	-1.3%	-0.1%	-9.2%
COCCNC(=O)c1ccc(C(=O)NCCOC)s1	-4.2%[0.074 µM]	2.6%	1.6%	-0.9%	-1.8%	-1.6%	-13.9%	-0.7%
CC(C)(CNC(=O)c1cc(=O)[nH]c2ccccc12)N1CCOCC1	14.8%[10 µM]	-15.1%	.	-4.6%	-8.5%	-1.1%	0.2%	5.4%
COCCn1c(C)cc(C(=O)COC(=O)c2ccc3c(c2)NC(=O)CS3)c1C	-11.0%[10 µM]	?	-10.0%	-17.3%	-21.5%	-1.3%	-5.5%	-7.9%
Cc1cc(C)cc(NC(=O)c2cccc(N3CCCS3(=O)=O)c2)c1	.	-9.0%	.	-5.1%	.	-0.1%	0.0%	-6.3%
CN(C)C(=O)N1CCCC(C(=O)NCc2ccc(F)cc2Cl)C1 (centres undefined)	-1.2%	1.5%	?	-6.6%	-13.2%	-0.3%	-16.3%	-7.2%
Cc1ccc(Sc2ccc(/C=C3/C(=O)NN(c4ccccc4)C3=O)o2)cc1	-15.6%[10 µM]	12.6µM*	.	?	-22.1%	-1.1%	-5.4%	-13.0%
CC(=O)Nc1cccc(NC(=S)Nc2cccc(Cl)c2C)c1	.	-0.9%	5.6%	2.0%	i	-4.9%	-7.8%	-6.3%
C[C@H](NC(=O)c1nc[nH]c1C(=O)N[C@H](C)c1ccccc1)C(=O)OC(C)(C)C	9.5%[10 µM]	-14.8%	-5.5%	?	-4.3%	-0.8%	6.4%	-5.1%
CCN(CC)c1nc(SCC(=O)O)nc(N(CC)CC)n1	3.2%[0.074 µM]	-9.7%	9.5%	6.5%	i	-3.2%	-7.4%	6.3%
CCCCN(C(=O)CSc1nncn1-c1ccccc1)c1c(N)n(Cc2ccccc2)c(=O)[nH]c1=O	10.3%[10 µM]	3.0%	5.7%	7.5%	i	0.5%	-3.1%	-2.9%
COc1ccc(CNC(=O)c2ccc3c(c2)N(Cc2ccccc2)CCS3)cc1	.	-4.1%	.	?	.	-2.0%	-2.0%	5.7%
CCOC(=O)C(C)NC(=O)C1CCN(c2ncnc3c2nc2n3CCCCC2)CC1 (centres undefined)	.	3.7%	.	2.9%	.	1.3%	-0.7%	3.0%
O=[N+]([O-])c1ccc(-c2cn(-c3ccc(Cl)cc3)c(=S)[nH]2)cc1	38.3%[10 µM]	?	3.3%	-28.9%	i	-0.2%	1.4%	12.8%
CCC1=NN(C(=O)Cc2ccc([N+](=O)[O-])cc2)C(O)(c2ccncc2)C1 (centres undefined)	.	-10.0%	-0.1%	-6.6%	i	-1.8%	-4.2%	-1.5%
CCOC(=O)C1CCCN(C(=O)c2cn(C)c3ccc(S(=O)(=O)N(C)C)cc3c2=O)C1 (centres undefined)	0.6%	1.9%	-1.2%	-2.7%	-15.4%	-1.5%	-1.8%	-3.1%
CCc1ccc(-n2c(-c3ccccc3)c(C)n3c4c(=O)n(C)c(=O)n(C)c4nc23)cc1	.	-9.4%	.	-16.4%	.	56.2µM*[quencher]	-17.3%	7.4%
Cc1cccc(NC(=O)C2CCCN(S(=O)(=O)c3cccc4nonc34)C2)c1 (centres undefined)	-44.8%[inhibitor]	-1.0%&4.8%	.	-13.7%&-12.8%	-0.5%	0.5%&-0.3%	-4.5%&4.9%	-8.5%&-5.1%
O=[N+]([O-])c1ccc(OCC(O)CNC2CCCC2)cc1 (centres undefined)	-6.5%[10 µM]	.	.	-25.1%	-2.2%	-1.0%	-3.7%	5.9%
Cc1cccc(N(C(=O)CCC(=O)Nc2nccs2)C(C(=O)NC(C)(C)C)c2ccc(O)cc2)c1 (centres undefined)	.	-7.9%	-7.4%	-18.7%	18.7%	-0.3%	-3.5%	-4.3%
CCOC(=O)c1c(NC(=O)CCCOc2ccc(C)cc2)sc2c1CCC(C)C2 (centres undefined)	.	?	.	?	.	4.1%	-3.0%	-7.3%
COc1ccc(-c2cnn3c(N)c(S(=O)(=O)c4ccccc4)cnc23)cc1	12.9%[10 µM]	-8.3%	0.4%	?	-5.3%	-0.6%	-19.6%	?
CC(C(=O)N1CCOCC1)N1C(=O)c2cccc3cccc(c23)C1=O (centres undefined)	7.3%	1.4%	1.5%	-3.5%	i	0.2%	-3.8%	2.8%
c1n[nH]c(SCCCCSc2ncn[nH]2)n1	5.5%[10 µM]	-6.0%	.	-7.3%	-6.6%	-1.1%	8.3%	-1.3%
CN(Cc1nc(-c2ccncc2)no1)S(=O)(=O)c1ccccc1	-19.4%[0.074 µM]	1.2%	-10.4%	-0.5%	3.1%	1.3%	?	6.1%
C=CCNC(=O)/C=C/c1cccs1	12.2%[10 µM]	4.0%	-4.2%	-0.3%	-5.1%	-2.5%	-2.3%	-5.6%
CCC/C(O)=C1\C(=O)CC(C)(C)CC1=Nc1ccccc1O	19.7%[10 µM]	-8.6%	-3.3%	-16.1%	17.8%	-2.3%[53 µM]	10.6%[53 µM]	-2.7%
CCCCCNC(=O)C(C)NS(=O)(=O)c1ccc(OC)cc1 (centres undefined)	15.3%	-4.3%	.	-6.8%	-3.1%	-1.0%	-7.9%	-0.2%
Cc1ccc2cc(C#N)c(N3CCN(C)CC3)nc2c1	8.4%[1.9 µM]	-9.2%	-3.7%	-5.1%	-3.3%	-1.1%	-3.6%	-5.7%
COc1cc(C(=O)Nc2ccc(-c3nc4cc(C)c(C)cc4o3)cc2)cc(OC)c1OC	.	?	.	-18.7%	.	0.3%	-9.0%	?
Cc1ccc(-c2c(C(=O)N3CCN(c4ccc(F)cc4)CC3)oc(=O)c3ccccc23)cc1	.	-2.8%	.	-10.4%	.	-0.2%	8.7%	0.2%
O=S(=O)(c1cccc2nonc12)N1CCN(c2cccc(Cl)c2)CC1	-15.5%	-3.7%	-15.3%	-26.7%	-2.2%	3.3%	3.8%	-3.8%
COc1ccc(-c2noc(CSc3ccccc3)n2)cc1OC	-8.7%	-22.3%	44.2%[activator]	-7.1%	-14.1%	0.8%	-15.0%	-1.4%
COc1ccc(/C=C\C(=O)Oc2cccc(/C=N/NC(=O)Cc3ccc(OC)c(OC)c3)c2)cc1	-3.9%[10 µM]	-5.4%	-10.5%	-20.1%	1.3%	4.1%	2.1%	2.5%
CCOC(=O)C1=C(C)N(CC(C)C)C(=O)/C1=C\c1ccc(OCC(=O)Nc2ccccc2)cc1	-9.2%	?	-18.3%	-15.6%	0.1%	0.2%	0.6%	-3.4%
Cc1cc(=O)[nH]c(-n2nc(C)c(Oc3ccccc3O)c2C)n1	-12.9%	-10.8%	15.8%	-3.1%	i	-0.9%	-10.5%	-7.9%
O=C(NCc1cccs1)C1CCN(C(=O)N2CCOc3ccc(Cl)cc32)CC1	.	-18.0%	.	-3.1%	.	4.1%	-7.5%	-1.3%

This is a subset; rates above refer to the full screens.
